Source: PubChem BioAssay
KCNQ2 block – KCNQ2 potassium channel inhibitors, primary screen, cell-based, CHO-K1, FluxOR thallium flux, B-score (AID 2156); 1.1% of 310,000 active; O88943; 20 min; active compounds read low; B-score at 10 µM;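 active = fluorescence ratio B-score at most minus 3 library SDs, with starting brightness B-score within 2 library SDs, cut at about -5.5 in these data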
Target sequence (O88943 whole entry, looked up): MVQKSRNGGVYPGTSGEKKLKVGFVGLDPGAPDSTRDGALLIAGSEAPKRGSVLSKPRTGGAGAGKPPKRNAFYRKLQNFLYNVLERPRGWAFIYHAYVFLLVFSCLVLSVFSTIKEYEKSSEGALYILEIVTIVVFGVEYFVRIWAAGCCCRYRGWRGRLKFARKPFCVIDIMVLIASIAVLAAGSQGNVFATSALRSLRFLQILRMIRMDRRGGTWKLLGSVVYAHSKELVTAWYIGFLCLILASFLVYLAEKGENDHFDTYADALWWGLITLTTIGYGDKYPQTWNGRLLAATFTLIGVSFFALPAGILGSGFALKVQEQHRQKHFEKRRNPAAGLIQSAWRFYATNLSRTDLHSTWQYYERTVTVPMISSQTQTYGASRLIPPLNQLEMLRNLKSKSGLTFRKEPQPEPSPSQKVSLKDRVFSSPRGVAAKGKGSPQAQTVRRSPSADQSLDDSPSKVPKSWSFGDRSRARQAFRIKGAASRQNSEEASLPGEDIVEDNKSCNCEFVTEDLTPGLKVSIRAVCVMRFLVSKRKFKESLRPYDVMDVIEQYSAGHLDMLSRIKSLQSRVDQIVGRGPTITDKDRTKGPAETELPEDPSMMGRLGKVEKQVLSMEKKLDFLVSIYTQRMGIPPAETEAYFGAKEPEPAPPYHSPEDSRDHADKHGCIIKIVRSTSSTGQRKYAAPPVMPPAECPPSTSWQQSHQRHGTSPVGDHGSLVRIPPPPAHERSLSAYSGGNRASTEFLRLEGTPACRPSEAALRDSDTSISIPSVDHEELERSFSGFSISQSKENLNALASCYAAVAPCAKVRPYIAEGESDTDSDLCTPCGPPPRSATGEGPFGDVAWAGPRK
CHT inh – human CHT choline transport inhibition | Q9GZV3 | CHT-expressing cells, membrane potential dye, choline response; active compounds read low | B-score at 10 µM | 0.86% of 310,000 active;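 active = B-score over 3 SD under the library average, and starting fluorescence ratio not unusually high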;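 also: choline stimulus applied at its EC90 after an EC20 pre-addition; B-score computed on integrated fluorescence ratio after choline addition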
An asterisk follows results filed as active; i = inactive; / = not tested or not shown. No enrichment for hits; any-hit rate near 1.9%.

Values run as follows: KCNQ2 block, CHT inh
> Cc1ccc(NC(=O)C2CCCN(S(=O)(=O)c3cccnc3)C2)c(C)c1 (stereo not given)
→ i, i
> COc1ccc(N2C(=O)C(C)(C)C2c2c(O)ccc3ccccc23)cc1 (stereo not given)
→ i, i
> CC12CCCCN1CCCc1c2[nH]c2ccccc12 (stereo not given)
→ i, i
> CCOC(=O)N1CCC(NC(=O)c2ccc3c(c2)N(Cc2ccc(F)cc2)CCS3)CC1
→ i, i
> CSc1nc(SCCN(C)C)c2c3c(sc2n1)COC(C)(C)C3
→ i, i
> Cc1ccc(-n2c(SCC(N)=O)nc3c([nH]c4ccccc43)c2=O)cc1
→ i, i
> CCn1cc([N+](=O)[O-])c(C(=O)Nc2c(C)nn(Cc3cccc(F)c3)c2C)n1
→ i, i
> COc1cccc(NC(=O)CNC(=O)c2ccc(C)cc2)c1
→ i, i
> Cc1ccc(C(=O)CN(C(=O)c2ccc(Cl)cc2)N2C(=O)CCC2=O)cc1
→ i, i
> COc1ccc(S(=O)(=O)Nc2cc3c(cc2C(C)=O)OCO3)cc1
→ i, i
> CCC(=O)Nc1ccc(NCc2ccc(-c3ccccc3)cc2)cc1
→ i, i
> O=C(O)c1cc(Cl)c(Cl)cc1C(=O)NCc1ccco1
→ i, i
> COC(=O)Oc1ccc(/C=N/NC(=O)CN(c2ccccc2Cl)S(C)(=O)=O)cc1OC
→ i, i
> CCN(CC)S(=O)(=O)c1ccc(N/N=C(\C)c2ccc(OC)cc2O)nc1
→ i, i
> O=C(N/N=C/c1cc(Cl)ccc1O)C(=O)Nc1ccccc1OC(F)(F)C(F)F
→ /, i
> Cc1nnc(SCC(=O)Nc2sccc2C#N)s1
→ i, i
> CC(=O)c1ccc(N2CCN(C(=O)C3CCCN(S(=O)(=O)c4cnc[nH]4)C3)CC2)cc1 (stereo not given)
→ i, i
> Fc1cccc(/C=N/Nc2nncc3ccccc23)c1
→ i, i
> CC(=O)c1ccc(N2CCN(CN3C(=O)CC4(CCCC4)C3=O)CC2)c(F)c1
→ i, i
> COc1ccc(CNC(=O)C2CCN(S(=O)(=O)c3ccc(Br)s3)CC2)cc1
→ i, i
> CCOC(=O)N1CCC(N2CC34C=CC(O3)C(C(=O)O)C4C2=O)CC1 (stereo not given)
→ i, i
> Cn1cc(-c2nc3ccccc3[nH]2)c2ccccc21
→ i, i
> Cc1ccc(C(CNC(=O)c2ccco2)N2CCN(C)CC2)cc1 (stereo not given)
→ i, i
> O=C(C1CC1)N1CCN(c2ccc([N+](=O)[O-])cc2-n2cccc2)CC1
→ i, i
> Cc1cc(C)nc(NNC2=CC(=O)CC(C)(C)C2)n1
→ i, i
> COC(=O)c1ccc(NC(=O)c2cn(-c3ccccc3)nc2-c2ccncc2)cc1
→ i, i
> Cc1cccc(OCCC(=O)Nc2ccc(F)c(Cl)c2)c1
→ i, i
> CCOc1ccccc1NC(=O)N1CCCC1C(=O)NCc1cccs1 (stereo not given)
→ i, i
> O=C(Nc1ccc(Cl)c(Cl)c1)N1CCCCCC1
→ i, i
> CCOCCCNC(=O)CCc1ccc(S(=O)(=O)Nc2ccc(C)cc2)cc1
→ i, i

No new results follow: 3 of the compounds above.
Values run as follows: KCNQ2 block, CHT inh
> Cc1ccc(NC(=O)C2CCCN(S(=O)(=O)c3cccnc3)C2)c(C)c1 (stereo not given)
→ i, i
> COc1ccc(N2C(=O)C(C)(C)C2c2c(O)ccc3ccccc23)cc1 (stereo not given)
→ i, i
> CC12CCCCN1CCCc1c2[nH]c2ccccc12 (stereo not given)
→ i, i

Continued.
Values run as follows: KCNQ2 block, CHT inh
> N=C1C(c2nc3ccccc3s2)=C(O)CN1C1CCC(O)CC1 (stereo not given)
→ i, i
> CCOc1ccc(NC(=S)N2CCn3c(nc4ccccc43)C2)cc1
→ i, i
> CCn1c(SCc2nc(-c3ccc(Cl)cc3)no2)nnc1-c1ccco1
→ i, -12.8*
> Cc1cc(C(=O)OCC(=O)Nc2ccc(F)cc2[N+](=O)[O-])c2ccccc2n1
→ i, i
> CC(=O)c1ccc(Nc2ccc(-c3ccccc3C)nn2)cc1
→ i, i
> O=C(NCCSCc1ccccc1)c1ccc(C2SCC(=O)N2Cc2ccccc2)cc1 (stereo not given)
→ i, i
> CCOC(=O)c1cc2ccccc2nc1C
→ i, i
> Cc1ccc(C(=O)N2CCN(c3ncc(C(F)(F)F)cc3Cl)CC2)s1
→ i, i
> CCc1ccccc1NS(=O)(=O)c1cccc2nsnc12
→ i, i
> Cc1ccc(N(CC(=O)NC(C)C)C(=O)CCC(=O)Nc2nccs2)cc1C
→ i, i
> Cc1ccc(N2C(=O)C3CC3C2=O)cc1 (stereo not given)
→ i, i
> CCOc1ccc(NC(=O)CN2CCN(CC(=O)Nc3ccc(C(=O)OC)cc3)CC2)cc1
→ i, i
> CC(C)Sc1nc2ccccc2n1CC(=O)NCc1ccc2c(c1)OCO2
→ i, i
> CCc1nc(N)c(C#N)c(-c2ccc(F)cc2)c1C
→ i, i
> O=C(c1ccccc1)c1nc2ccccc2[nH]c1=O
→ i, i
> O=S(=O)(/C=C/c1ccccc1)n1cnc2ccccc21
→ i, i
> CC(C)(C)c1ccc(C2CC2C(=O)N/N=C\c2ccc[nH]2)cc1 (stereo not given)
→ i, i
> Brc1ccc(-c2noc(-c3ccccc3)n2)o1
→ i, i
> COc1ccccc1OC[C@H](O)CO
→ i, i
> COc1ccc(/C=N/Nc2cc(C)nc(NS(=O)(=O)c3ccc(C)cc3)n2)cc1
→ i, i
> Cc1cc(C)c(C#N)c(SCC(=O)Nc2ccccc2)n1
→ i, i
> O=C(NCCCN1CCCC1=O)c1cc2nc(-c3ccco3)cc(C(F)(F)F)n2n1
→ i, i
> O=C(Cc1c(F)cccc1Cl)N/N=C/c1cccnc1
→ i, i
> CC(OC(=O)Cn1cnc2c1c(=O)n(C)c(=O)n2C)C(=O)NC(C)c1ccc(Cl)cc1Cl (stereo not given)
→ i, i
> COc1ccccc1NC(=O)CC1COc2ccccc2O1 (stereo not given)
→ i, i
> Cc1cc(C)c(NC(=O)Cn2c(=O)n(Cc3ccco3)c(=O)c3ccccc32)c(C)c1
→ i, i
> N/C(CSc1ncccc1C(F)(F)F)=N\O
→ i, i
> O=C(COc1ccccc1/C=C\c1[nH]c(=O)[nH]c(=O)c1[N+](=O)[O-])Nc1ccccc1
→ i, i
> O=C(Cc1coc2cc3c(cc12)CCC3)OCc1cc(=O)n2c(n1)sc1ccccc12
→ i, i
> Cc1cccc(OCc2nnc(SCC(=O)N3CCCC3)o2)c1
→ i, i

Continuation:
molecule	KCNQ2 block	CHT inh
COC(=O)C1=C(C)OC(N)=C(C#N)C1c1cccnc1 (stereo not given)	i	i
COc1ccc(C(C(=O)NCCC(C)C)N(CCN2CCOCC2)C(=O)Cn2nnc3ccccc32)c(OC)c1 (stereo not given)	i	i
NC(=O)c1cc2ccccc2o/c1=N\NC(=O)c1ccco1	i	i
CC(=O)c1cn(S(=O)(=O)c2ccccc2)c2ccccc12	i	i
Cc1ccc(NS(=O)(=O)c2ccc3c(c2)n(C)c(=O)n3C)cc1	i	i
CCCNC(=O)CCCN1C(=O)c2ccccc2Sc2ncccc21	i	i
CC(C)CC(NC(=O)C(NC(=O)C(Cc1ccc(OCc2ccccc2)cc1)NC(=O)OC(C)(C)C)C(C)C)C(N)=O (stereo not given)	i	i
COc1ccccc1CNc1ccc([N+](=O)[O-])cc1C	i	i
O=C(COCc1cc(-c2ccc3c(c2)OCO3)on1)N1CCCCC1	i	i
Cc1ccc(NC(=O)Nc2cnccn2)cc1C	i	i
O=C(O)CN1CCN(Cc2ccccc2)C1=O	i	i
CC(C)C(C(=O)Nc1sc2c(c1C#N)CCCCC2)N1C(=O)c2ccccc2C1=O (stereo not given)	i	i
CN(C)S(=O)(=O)c1ccc2c(c1)C(CC(=O)O)NC2=O (stereo not given)	i	i
CC(C)CC(=O)NC(=S)Nc1nc(-c2cccc3ccccc23)cs1	i	i
Cc1c(NC(=O)Nc2cccc(C#N)c2)c(=O)n(-c2ccccc2)n1C	i	i
Cc1ccsc1C(=O)Nc1n[nH]c(C(F)(F)F)n1	i	i
CN(C)S(=O)(=O)n1cc(/C=C(\NC(=O)c2ccccc2F)C(=O)N2CCCC2)c2ccccc21	i	i
CCOc1ccc(C(=O)CCCC(=O)c2ccc(OCC)cc2)cc1	i	i
CCOC(=O)N1CCN(CC(O)c2c[nH]c3ccc(OC)cc23)CC1 (stereo not given)	i	i
CCc1ccc(NC(=O)C(=O)NNC(=O)COc2cccc(OC)c2)cc1	i	i
CCC(C)Sc1nc2c(c(=O)[nH]c(=O)n2C)n1CC(O)COc1ccccc1C (stereo not given)	i	i
O=C(CCc1ccccc1)N/N=C/c1cccc([N+](=O)[O-])c1	i	i
Oc1ccc(Oc2ccc3c(C(F)(F)F)cc(C(F)(F)F)nc3n2)cc1	i	i
Cc1ccc(CNC(=O)CCCC(=O)Nc2cc(C)on2)cc1	i	i
CC(C)(C)NC(=O)C1CCC(CNS(=O)(=O)c2cccc3nsnc23)CC1 (stereo not given)	i	i
NCCCC[C@H]1CNC(=O)C(=O)N1CCc1cccc(F)c1	i	i
Cc1c(C(=O)N2CCC(C)CC2)oc2ccc3c(c12)C(O)CC1(CCCCC1)O3 (stereo not given)	i	i
COc1ccc(C(C)NC(=O)c2ccc(Cl)cc2)cc1OC (stereo not given)	i	i
CCOc1cc(S(=O)(=O)NCc2ccccc2)ccc1Br	i	i
COC(C/C=C\C(=O)COCc1ccccc1)OC	i	i
Cc1cc2ncn(N)c2cc1C	i	i
COc1ccccc1N1CCN(C(=O)CN2C(=O)C3CCCCC3C2=O)CC1 (stereo not given)	i	i

The closing 2 entries of the section before come first, to join the parts:
molecule	KCNQ2 block	CHT inh
Cc1cc2ncn(N)c2cc1C	i	i
COc1ccccc1N1CCN(C(=O)CN2C(=O)C3CCCCC3C2=O)CC1 (stereo not given)	i	i
C=CCNC(=S)NCCO	i	i
Cc1cc(C(=O)OCn2nnc3ccccc3c2=O)c(C)n1-c1ccccc1	i	i
CCc1ccc(N2CC34C=CC(O3)C(C(=O)OC(C)C)C4C2=O)cc1 (stereo not given)	i	i
Cc1nn(CC(=O)NCc2ccco2)c(C)c1[N+](=O)[O-]	i	i
COCCNC(=O)COc1ccc(Nc2ccccc2)cc1	i	i
COc1ccc(CN2CCNC(=O)C2CC(=O)N(C)CCC2CCOCC2)c(OC)c1 (stereo not given)	i	i
CNC(=O)c1ccccc1NC(=O)c1ccc(C)c(S(=O)(=O)N2CCCCC2)c1	i	i
CCCCCCCC(=O)Nc1ccc(S(=O)(=O)Nc2nccs2)cc1	i	i
CCCN(CCC)CCCNC(=O)c1cc2cc3ccc(OC)cc3nc2o1	i	i
CC(=O)c1ccc(N=Nc2c(C)[nH][nH]c2=O)cc1	i	i
COc1ccc(C(=O)CC(=O)C(=O)Nc2cc(Cl)c(OC)cc2OC)cc1	i	i
O=C(O)C1CCC(=O)N(C2CCCCC2)C1c1ccccc1Cl (stereo not given)	i	i
Cc1c(-c2ccc(F)cc2)nc(N)c(C#N)c1-c1cccs1	i	i
COc1cc(-n2c(=O)c3ccccc3n(Cc3cccc(F)c3)c2=O)cc(OC)c1OC	i	i
C/C(=N\Nc1nc2ccccc2[nH]1)c1ccccn1	i	i
Cc1cc(C(=O)CN2C(=O)CN(C)C2=O)c(C)n1-c1cccc(S(=O)(=O)N2CCOCC2)c1	i	i

Three compounds out of the list, sorted by SMILES length, falling.
molecule	KCNQ2 block	CHT inh
Cc1ccc(C(=O)CN(C(=O)c2ccc(Cl)cc2)N2C(=O)CCC2=O)cc1	i	i
CCOc1ccc(NC(=S)N2CCn3c(nc4ccccc43)C2)cc1	i	i
Cc1cc2ncn(N)c2cc1C	i	i

Next results.
molecule	KCNQ2 block	CHT inh
Cc1ccc(-n2nc3c([n+]2[O-])CCc2nonc2-3)cc1	i	i
O=C(CCc1nnc(Cc2ccc(-c3ccccc3)cc2)o1)N1CCCC1	i	-5.42*
Cc1ccnc(NC(=O)c2ccc(Cl)s2)c1	i	i
COc1cc(C(=O)NCC(c2ccco2)N2CCc3ccccc3C2)cc(OC)c1OC (stereo not given)	i	i
O=C(Cn1c(CCCO)nc2ccccc21)Nc1ccccc1-c1ccccc1	i	i
O=C(NCc1cccnc1)c1cc(-c2cccs2)on1	i	i
O=C(Nc1cccc([N+](=O)[O-])c1)Nc1ccc2c(c1)CCC2	i	i
O=S(=O)(NCc1ccco1)N1CCCCCC1	i	i
COc1ccc(C(=O)N2CCc3cc(OC)c(OC)cc3C2c2ccc(OC)c(OC)c2)cc1 (stereo not given)	i	i
O=C1Cc2cc(S(=O)(=O)N3CCN(c4cccc(Cl)c4)CC3)ccc2N1	i	i
Cc1ccc(S(=O)(=O)N2CCCC2)cc1C(=O)NC1CCCCC1	i	i
O=C(O)CCC(=O)N1N=C(c2cccs2)CC1c1cccc([N+](=O)[O-])c1 (stereo not given)	i	i
CC(Oc1ccc(F)cc1)C(=O)Nc1nc(-c2ccccn2)cs1 (stereo not given)	i	i
O=C(OCC(=O)N1CCc2ccccc21)c1cccnc1Cl	i	i
Cc1ccc2oc(-c3ccc(NC(=O)c4ccncc4)cc3O)nc2c1	i	i
CC1C(=O)NN=C1C(=O)N/N=C\C(Br)=C\c1ccccc1 (stereo not given)	i	/
CC(=O)c1ccc(N2CCN(C(=O)CCCn3c(=O)[nH]c4ccc(Br)cc4c3=O)CC2)cc1	i	i
CCOc1ccccc1CN1C(=O)C2(OCCO2)c2ccccc21	i	i
COc1ccc(NC(=O)CN(C)C(=O)CSCc2ccc(C)cc2)cc1	i	i
CC1CN(c2nn3c(=O)c4ccccc4nc3c3ccccc23)CC(C)O1 (stereo not given)	i	i
COc1ccc(N2CCN(C(=O)NC34CC5CC(CC(C5)C3)C4)CC2)cc1	i	i
CSc1nc(-c2ccccc2)cc(C(F)(F)F)c1C#N	i	i
